GLP-1R inv ag – inverse agonists of human GLP-1 receptor; AID 624417; P43220; Potency, µM (top dose mostly 38.3 µM), for inactives: at the highest dose activity change, negative = inhibition, usual class: inhibitors; 410,000 tested, 1.6% active; HEK293 GLP-1R CRE-luciferase, luminescence, 24 h; GLP-1R form is constitutively active; note: potency is the fitted concentration of half-maximal effect; % is set by controls: 0 for no effect and ±100 for the full control effect; nearly all actives have a fitted effect of over 55% in size
Target sequence (P43220 whole entry, looked up): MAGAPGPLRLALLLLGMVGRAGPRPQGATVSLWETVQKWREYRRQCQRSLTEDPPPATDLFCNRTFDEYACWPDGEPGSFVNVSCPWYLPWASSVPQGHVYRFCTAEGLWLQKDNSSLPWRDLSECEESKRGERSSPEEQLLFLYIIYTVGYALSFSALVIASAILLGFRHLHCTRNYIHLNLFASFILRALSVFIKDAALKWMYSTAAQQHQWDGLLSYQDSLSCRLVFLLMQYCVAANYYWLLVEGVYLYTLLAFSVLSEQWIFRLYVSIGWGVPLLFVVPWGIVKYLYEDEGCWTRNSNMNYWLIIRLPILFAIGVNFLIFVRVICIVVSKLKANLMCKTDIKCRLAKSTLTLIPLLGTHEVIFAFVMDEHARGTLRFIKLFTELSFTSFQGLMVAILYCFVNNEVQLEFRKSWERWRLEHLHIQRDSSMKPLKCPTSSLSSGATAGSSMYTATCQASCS
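Stable HEK293 clone (constitutively active GLP-1R + cAMP-response luciferase); 200 cells/uL plated, 12 h pre-culture, compound 24 hr, 37 deg C/5% CO2; detection reagent 12 min RT; luminescence.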
MmCpn inh – inhibitors of Methanococcus maripaludis chaperonin (MmCpn) | Potency, µM (highest dose often 76.9 µM), inactives show top-dose activity, negative = inhibition, usual class: inhibitors | 330,000 tested, 0.031% active | purified Mm-Cpn ATPase, ADP Transcreener TR-FRET; note: potency is the fitted concentration of half-maximal effect; % is set by controls: 0 for no effect and ±100 for the full control effect; nearly all actives have a fitted effect of over 80% in size
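TR-FRET (320 nm excitation; 590 and 665 nm emission) reports ADP made from 10 uM ATP by 25 nM enzyme; compounds were preincubated 10 min, reaction run 30 min, both at 37°C.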
FUS suppressor – FUS proteinopathy suppression in yeast. S. cerevisiae FUS-expressing, growth rescue, OD600, 24 h. Potency, µM (titrated, usually from 76.6 µM), for inactives: at the highest dose growth rescue (activation), actives largely listed as activators. 390,000 tested, 0.24% active. AID 1347120;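 note: potency is the fitted concentration of half-maximal effect; plate controls were DMSO vehicle for no effect and reference control for full effect; nearly all actives have a fitted effect of over 55% in size; some results filed as inactive show a strong effect at the top dose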
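Toxicity suppression screen in FUS-yeast. Cells induced with 2% galactose, starting OD 0.005, treated 24hr at 30C with compounds at multiple final concentrations; growth by OD600.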
TDP-43 yeast inh – inhibitors of TDP-43 toxicity in yeast. TDP-43 expressing yeast growth rescue, BacTiter-Glo, 24 h. Potency, µM (titrated, usually from 46.1 µM), without a hit: at the top dose growth rescue (activation), most hits filed as activators. 410,000 tested, 1.8% active. AID 652104; note: potency is the fitted concentration of half-maximal effect; % of control where 0% means no effect; nearly all actives have a fitted effect of over 50% in size
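Yeast expressing TDP-43 (pregrown in raffinose, seeded at OD600=0.02 in galactose medium) exposed to compounds 24 hr at 30 deg C. Growth read by BacTiter-Glo luminescence; rescue of toxicity appears as increased signal.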
HEK293 tox – cytotoxicity counter-screen for GLP-1 receptor inverse agonists; AID 624418; 410,000 tested, 0.13% active; Potency, µM (top dose mostly 38.3 µM), for inactives: top-dose activity change, negative = inhibition, actives largely listed as inhibitors; HEK293 cAMP-luciferase reporter cells, luminescence, 24 h;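 note: loss of luciferase light is scored as toxicity; potency is the fitted concentration of half-maximal effect; % is set by controls: 0 for no effect and ±100 for the full control effect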
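Seeding density was 200 cells/uL; after overnight-length (12 h) culture, 23 nL compounds went on for 24 h at 37 °C. Readout used a luciferase detection reagent, luminescence taken after 12 min at room temperature.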
Abeta yeast res – A-beta toxicity reversal in yeast; yeast expressing A-beta42, growth rescue, OD600, 48 h; response scale: 0% DMSO, 100% iron-clioquinol control; Potency, µM (top dose mostly 46.1 µM), for the others: at the top dose growth rescue, hits mostly activators; 410,000 tested, 0.063% active; AID 1347071; note: potency is the fitted concentration of half-maximal effect; nearly all actives have a fitted effect of over 55% in size
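Yeast A-beta toxicity model in growth medium with pinned compounds, 48 h at 30 C; growth read as absorbance at 600 nm. Normalized to FeCl3/clioquinol equimolar mix (positive) and DMSO (negative).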
pAkt inh – blocks phosphorylation of Akt | Neuro2A IGF-stimulated pAkt S473 HTRF, 20 min; active compounds read low | activity change, % for hits at 50 µM | 360,000 tested, 0.32% active; in the data active = activity change below about -80%; inconclusive = mostly about -51% to -80%; note: % is set by controls: 0 for no effect and ±100 for the full control effect
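Single-point screen (50 µM final compound) in Neuro2A cells stimulated 20 min with 6 nM IGF at 37 deg C. After lysis, Ser473-phosphorylated Akt read by HTRF (ex 330 nm, em 615/665 nm) as the 665/615 ratio.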
aSyn rescue – alpha-synuclein toxicity inhibition in yeast; Yeast expressing alpha-synuclein, growth rescue, BacTiter-Glo, 24 h; Potency, µM (series often up to 46.1 µM), without a hit: top-dose growth rescue (activation), usual class: activators; 370,000 tested, 0.14% active; AID 652106; note: potency is the fitted concentration of half-maximal effect; % of control where 0% means no effect; nearly all actives have a fitted effect of over 65% in size
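Screening used galactose-induced yeast with toxic alpha-synuclein levels, exposed to compound for 24 hr at 30 deg C. Cell growth, read with BacTiter-Glo luminescence, gave the measured signal.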
PTHR1 agonist – agonists of human PTHR1 parathyroid hormone receptor | Q03431 | HEK293 GP2 PTHR1 cells, GloSensor cAMP luminescence, 1 h | Potency, µM (top dose mostly 115 µM), without a hit: at the highest dose activation, hits mostly activators | 410,000 tested, 0.075% active; note: potency is the fitted concentration of half-maximal effect; nearly all actives have a fitted effect of over 55% in size; some results filed as inactive show a strong effect at the top dose; inactives centre near -15; many of its hits are not listed in these tables
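HEK-293-derived GP2 cells expressing PTHR1 and a GloSensor cAMP reporter, 3,000/well, plated overnight, given luciferin plus IBMX (each 0.5 mM as added) for 1 h at 37 °C, then compound for 1 h at 37 °C. Luminescence was read after 15 min at room temperature.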
Starred values were filed as active, the others as inactive; i = inactive; ? = inconclusive; nt = no result given; [ ] = dose if it differs, or a comment. Unless noted, calls come from the whole dose curve; as a rule, active = well fitted curve in the direction sought with a large enough effect; inconclusive = small, poorly fitted or top-dose-only effect, or another doubt; inactive = no such curve, though single readings can be large; an effect the other way counts as inactive or inconclusive. The list is partial, so the mix of outcomes need not match the whole.

(1) COc1cccc(/C=C2\SC(=O)N(CCC(=O)NC3CCS(=O)(=O)C3)C2=O)c1 (stereo not drawn)
(2) COc1ccccc1CN(C)C(=O)c1cc(C)nc2ccccc12
(3) CCOc1cc(/C=C2/NC(=O)N(CC(=O)Nc3cccc(C)c3)C2=O)ccc1OC
(4) Cc1nc(CNS(=O)(=O)c2ccc(F)cc2)cs1
(5) COCC(=O)OC1CCn2c1nc1c2C(=O)C(C)=C(NC(C)=O)C1=O (stereo not drawn)
(6) CCN1CCN(C(=O)c2ccc(OC)c(S(=O)(=O)Nc3ccc(C)cc3)c2)CC1
Compound	1	2	3	4	5	6
GLP-1R inv ag	2%	6%	17%	13%	10µM*	-4%
MmCpn inh	-2%	1%	0%	0%	nt	-3%
FUS suppressor	28%	22%	?	2%	nt	7%
TDP-43 yeast inh	0%	-13%	-5%	16%	14%	-1%
HEK293 tox	4%	4%	2%	-4%	11µM*	-5%
Abeta yeast res	-1%	0%	-15%	-5%	7%	4%
pAkt inh	i	i	i	i	i	i
aSyn rescue	11%	11%	-4%	8%	2%	0%
PTHR1 agonist	-27%	-34%[inhibitor]	i	i	-18%	i

(7) CCOc1ccccc1NC(=O)CSc1ncnc2c1oc1ccccc12
(8) O=C(COC(=O)/C=C/c1ccco1)NCc1ccccc1
(9) O=S(=O)(c1ccc(Cl)cc1)N1CCC(c2ccncc2)CC1
(10) O=C(NCc1cccs1)c1ccc(CSc2nc3cccnc3n2Cc2ccc(F)cc2)cc1
(11) CCOc1cc(/C=N\NC(=O)CC(=O)NCCc2ccccc2)ccc1O
(12) COc1cc2c(cc1OC)C(=O)N(C)CC2
Compound	7	8	9	10	11	12
GLP-1R inv ag	7%	18%	5%	?	0%[7.66 µM]	48%[activator]
MmCpn inh	-15%	-2%	nt	nt	-1%	nt
FUS suppressor	22%	3%	-14%	28%	23%	-19%
TDP-43 yeast inh	-15%	4%[9.22 µM]	-8%	-4%	4%[9.22 µM]	4%
HEK293 tox	6%	2%	-6%	4%	2%[7.66 µM]	5%
Abeta yeast res	0%	-10%	-12%	16%	-2%	5%
pAkt inh	i	i	nt	nt	i	i
aSyn rescue	3%	1%	nt	nt	0%	-18%
PTHR1 agonist	-16%	i	-13%	-25%	i	-9%

Retrieved by structure from above, 6 records:
(9) O=S(=O)(c1ccc(Cl)cc1)N1CCC(c2ccncc2)CC1
(11) CCOc1cc(/C=N\NC(=O)CC(=O)NCCc2ccccc2)ccc1O
(10) O=C(NCc1cccs1)c1ccc(CSc2nc3cccnc3n2Cc2ccc(F)cc2)cc1
(12) COc1cc2c(cc1OC)C(=O)N(C)CC2
(7) CCOc1ccccc1NC(=O)CSc1ncnc2c1oc1ccccc12
(8) O=C(COC(=O)/C=C/c1ccco1)NCc1ccccc1
Compound	9	11	10	12	7	8
GLP-1R inv ag	5%	0%[7.66 µM]	?	48%[activator]	7%	18%
MmCpn inh	nt	-1%	nt	nt	-15%	-2%
FUS suppressor	-14%	23%	28%	-19%	22%	3%
TDP-43 yeast inh	-8%	4%[9.22 µM]	-4%	4%	-15%	4%[9.22 µM]
HEK293 tox	-6%	2%[7.66 µM]	4%	5%	6%	2%
Abeta yeast res	-12%	-2%	16%	5%	0%	-10%
pAkt inh	nt	i	nt	i	i	i
aSyn rescue	nt	0%	nt	-18%	3%	1%
PTHR1 agonist	-13%	i	-25%	-9%	-16%	i

Additional compounds follow.
(13) COC(=O)c1ccc(NC(=O)C2C3C=CC(O3)C2C(=O)O)cc1 (stereo not drawn)
(14) COc1cc(C(=O)Nc2ccccc2N2CCN(S(C)(=O)=O)CC2)cc(OC)c1OC
(15) COc1nc(Nc2cccc([N+](=O)[O-])c2)nc(OC)n1
(16) COc1ccc(C(=O)Nc2ccc3c(c2)OCO3)cc1S(=O)(=O)N1CCOCC1
(17) CNC(=O)C1CCN(C(=O)N2CC(C)Oc3ccc(Cl)cc32)CC1 (stereo not drawn)
(18) Cc1cccn2c(=O)nc(SCC(=O)N3CCCC3)nc12
Compound	13	14	15	16	17	18
GLP-1R inv ag	0%	23%	19%	9%	4%	45%[activator]
MmCpn inh	2%	1%	-2%	nt	nt	1%
FUS suppressor	-11%	-3%	1%	10%	-35%	-14%
TDP-43 yeast inh	23%	7%	5%	13%	0%	-14%
HEK293 tox	-18%	1%	-11%	-4%	-4%	-6%
Abeta yeast res	-17%	26%	1%	1%	-9%	-8%
pAkt inh	nt	i	i	i	nt	i
aSyn rescue	1%	2%	8%	-3%	nt	-2%
PTHR1 agonist	i	-3%	-6%	-7%	0%	i

(19) O=C(CCS(=O)(=O)c1cccc2nonc12)NCCc1ccccc1
(20) CCCCNS(=O)(=O)c1ccc(OC)c2ncccc12
(21) Cc1cc(C)c(NC(=O)Cn2c(=O)n(Cc3ccc4c(c3)OCO4)c(=O)c3ccccc32)c(C)c1
(22) COCCCN1C(=O)C(CC(=O)NCCc2ccccn2)CC(C(=O)N(C(C)C)C(C)C)=C1C (stereo not drawn)
(23) CCNC(=O)NC(=O)C(C)Sc1nc2cc(C(=O)OC)ccc2c(=O)n1-c1ccccc1 (stereo not drawn)
(24) CCOC(=O)c1cc2c(=O)n3ccccc3nc2n(CC2CCCO2)c1=NC(=O)c1ccccc1C (stereo not drawn)
(25) Cc1c(NC(=O)Nc2cccc([N+](=O)[O-])c2)c(=O)n(-c2ccccc2)n1C
(26) Clc1ccc(CCNc2nc3ccccc3n3nnnc23)cc1
Compound	19	20	21	22	23	24	25	26
GLP-1R inv ag	-1%	38%[activator]	-8%	33%[activator]	13%	15%	10%	2%
MmCpn inh	1%	-2%	nt	nt	0%	nt	0%	2%
FUS suppressor	15%	1%	-29%	-2%	-1%	6%	1%	-23%
TDP-43 yeast inh	0%	7%	11%	12%	-4%	16%	-6%	0%
HEK293 tox	-10%	-12%	1%	1%	-23%	71%[activator]	-12%	22%
Abeta yeast res	26%	3%	-3%	-7%	-8%	6%	-8%	2%
pAkt inh	i	i	nt	i	-122%*	nt	i	i
aSyn rescue	-7%	2%	nt	-4%	-5%	nt	1%	0%
PTHR1 agonist	-12%	-7%[57.5 µM]	-7%	-11%	-15%	i	i	-6%
